Screening results as filed in PubChem BioAssay.
PPARg SRC1 recr – promotes SRC-1 coactivator recruitment by human PPARgamma; P37231; PPARgamma-SRC-1 coactivator recruitment biochemical assay; activation, % at 8 µM; hit rate 0.41% among 200,000; in the data active = activation above about 19%;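 note: 0% = DMSO and 100% = reference agonist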
RAM network inh – yeast RAM network inhibition | S. cerevisiae dse1pr::URA3 reporter, 5-FOA growth OD615, 2 d; analog-sensitive cbk1-as2 kinase mutant strain | inhibition, % at 50 µM | hit rate 1.8% among 190,000 | AID 868;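 active = inhibition above a set limit, 3 SD over mean compound inhibition, cut at about 8.4% in these data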;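 note: 0% = DMSO-only wells with no growth and 100% = 10 µM 1-NA-PP1 full growth; inhibition rescues growth on 5-FOA so higher OD means more RAM inhibition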
PPARg SRC-3 ag – promotes SRC-3 coactivator recruitment by human PPARgamma; biochemical PPARgamma/SRC-3 coactivator recruitment assay; activation, % at 8 µM; hit rate 0.26% among 200,000; AID 731; in the data active = activation above about 23%;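 note: 0% = DMSO and 100% = reference agonist; some compounds past the cut are filed as inactive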
PPARg SRC2 recr – PPARgamma-driven SRC-2 recruitment agonism; AID 1032; hit rate 0.34% among 200,000; PPARgamma LBD-SRC-2 recruitment, biochemical; P37231; activation, % at 8 µM; in the data active = activation above about 22%;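 note: 0% = vehicle and 100% = reference agonist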
STAT3 inh – reduces IL-6 driven STAT3 reporter signal; U3A cells, IL-6 STAT3-luciferase reporter, luminescence; host cell line lacks STAT1; inhibition, % at 5.5 µM; hit rate 0.89% among 190,000;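 active = inhibition above the mean inhibition across all screened compounds plus 3 SD, cut at about 44% in these data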;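 note: 0% = DMSO only wells and 100% = 100 µM nifuroxazide control wells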
STAT1 blocker – reduces IFN-gamma driven STAT1 reporter signal. NIH 3T3 STAT1-luciferase reporter, luminescence. inhibition, % at 5.5 µM. hit rate 0.35% among 200,000. AID 920;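 active = inhibition above a set limit, the mean inhibition across all tested compounds plus 3 SD, cut at about 34% in these data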;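 note: 0% = IFN-gamma with DMSO and 100% = IFN-gamma with 300 µM nifuroxazide; values of inactives mirror those of a sister screen read the other way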
ROMK primary – human ROMK K+ channel modulation, primary screen; P48048; Tet-inducible ROMK, thallium flux fluorescence; actives lie on both sides; B-score at 10 µM; hit rate 2% among 130,000; AID 1918;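 active = signal ratio slope over the read window, or its plate-corrected B-score, at least 3 SD from the plate mean, either direction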;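 note: B-score of the F/F0 ratio slope over 7 to 12 s after thallium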
Target sequence (P48048 whole entry, looked up): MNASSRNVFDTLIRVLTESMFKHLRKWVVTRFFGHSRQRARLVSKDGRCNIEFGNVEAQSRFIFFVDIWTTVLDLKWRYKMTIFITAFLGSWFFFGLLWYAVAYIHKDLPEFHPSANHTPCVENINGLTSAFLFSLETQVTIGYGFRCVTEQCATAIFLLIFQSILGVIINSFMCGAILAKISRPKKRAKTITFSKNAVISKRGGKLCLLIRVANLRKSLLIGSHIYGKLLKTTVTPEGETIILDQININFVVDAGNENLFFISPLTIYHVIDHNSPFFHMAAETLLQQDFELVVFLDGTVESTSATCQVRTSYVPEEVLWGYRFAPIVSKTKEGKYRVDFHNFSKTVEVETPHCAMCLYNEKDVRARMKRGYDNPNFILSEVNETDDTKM
STAT3 activator – activators of IL-6 induced STAT3 signaling. U3A cells, IL-6 STAT3-luciferase reporter, luminescence; 100% = signal with IL-6 EC80 alone. hit rate 0.91% among 190,000. AID 871. activation (% of control), % at 5.6 µM;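 active = activation above the screen-wide mean of compound activation plus 3 SD, cut at about 130% in these data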;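 note: 0% = background luminescence of wells with medium and substrate only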
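Material: human U3A cells carrying STAT3-luciferase construct. Measured by: reporter luminescence signal. Timing: compound 1 h, then IL-6 6 h at 37 °C.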
SRC2 TRFRET art – counter-screen for PPARgamma SRC-2 recruitment agonists: TR-FRET artefact | stronger effect = higher value | TR-FRET ratio at 8 µM | hit rate 0.4% among 200,000 | AID 1049; in the data active = TR-FRET ratio above about 2000; note: inactives centre near 1500; reference of the scale not given here
S1P3 antagonist – S1P3 (human) receptor antagonism; hit rate 0.27% among 170,000; Q99500; CHO S1P3 NFAT-BLA reporter, FRET fluorescence, antagonist mode; inhibition, % at 4.98 µM;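 active = inhibition above the plate cutoff, the mean inhibition of test wells on that plate plus 3 SD, cut at about 28% in these data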;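 note: cells challenged with S1P at its EC80 of 0.8 µM; blue over green emission ratio from cleaved BLA substrate after 4 h stimulation; 0% = S1P-stimulated wells and 100% = unstimulated DMSO-only wells; some compounds past the cut are filed as inactive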
Target sequence (Q99500 whole entry, looked up): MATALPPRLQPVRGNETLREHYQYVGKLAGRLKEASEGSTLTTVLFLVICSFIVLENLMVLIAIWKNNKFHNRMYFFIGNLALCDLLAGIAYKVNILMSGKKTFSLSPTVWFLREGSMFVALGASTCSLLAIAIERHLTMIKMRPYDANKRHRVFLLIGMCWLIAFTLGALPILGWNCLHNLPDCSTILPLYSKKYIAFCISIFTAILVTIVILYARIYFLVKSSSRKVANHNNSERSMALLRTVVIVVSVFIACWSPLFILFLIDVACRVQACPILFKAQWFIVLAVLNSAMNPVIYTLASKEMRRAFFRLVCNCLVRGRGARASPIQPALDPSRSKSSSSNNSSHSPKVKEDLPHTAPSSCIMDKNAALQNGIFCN
TLR4 MyD88 comp – inhibitors of human TLR4-MyD88 binding; O00206+Q99836; HeLa CL3-4 TLR4/MyD88 BLA complementation, FRET ratio; hit rate 0.18% among 200,000; inhibition, % at 8.4 µM; in the data active = inhibition above about 25%;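 note: 0% = vehicle and 100% = reference inhibitor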
Starred values were filed as active, the others as inactive; x = not tested or not shown.

Start of the data: the first 2 entries as a preview:
item	molecule	PPARg SRC2 recr	STAT3 inh	ROMK primary	SRC2 TRFRET art	PPARg SRC1 recr	STAT3 activator	TLR4 MyD88 comp	S1P3 antagonist	RAM network inh	PPARg SRC-3 ag	STAT1 blocker
1	O=C(CC(Nc1ccc(Cl)cc1)C(=O)O)c1ccccc1 (stereo not drawn)	2	27	-0.0043	1636	-3	80	0	x	2.1	7	-50
2	COc1ccc(OCc2nc(C#N)c(N3CCN(c4ccc(OC)cc4)CC3)o2)cc1	10	8	x	1572	5	98	-9	14	8.4*	8	4

Main list, from the start:
item	molecule	PPARg SRC2 recr	STAT3 inh	ROMK primary	SRC2 TRFRET art	PPARg SRC1 recr	STAT3 activator	TLR4 MyD88 comp	S1P3 antagonist	RAM network inh	PPARg SRC-3 ag	STAT1 blocker
1	O=C(CC(Nc1ccc(Cl)cc1)C(=O)O)c1ccccc1 (stereo not drawn)	2	27	-0.0043	1636	-3	80	0	x	2.1	7	-50
2	COc1ccc(OCc2nc(C#N)c(N3CCN(c4ccc(OC)cc4)CC3)o2)cc1	10	8	x	1572	5	98	-9	14	8.4*	8	4
3	Cn1c(=O)oc2cc(S(=O)(=O)N3CCN(c4ccc(F)cc4)CC3)ccc21	0	-6	x	1281	-3	109	6	x	7.2	-8	-1
4	CCCCCCSc1nnc2[nH]c(=O)cc(N)n12	11	24	-0.38	1423	14	82	5	0	4.0	3	2
5	CCOc1ccc(OCC)c(S(=O)(=O)NCc2cccnc2)c1	12	-2	0.54	1642	-1	105	5	x	1.4	7	7
6	COc1ccc(NC(=O)C2CCCN(S(=O)(=O)c3cccc4nonc34)C2)c(OC)c1 (stereo not drawn)	-6	9	0.26	1564	0	96	-13	-8	5.1	-5	-2
7	COCCCNC(=S)NCCNc1nc2cc(C)c(C)cc2cc1C#N	-4	8	-0.3	1577	1	100	-11	-1	2.5	-2	-7
8	O=C(c1nsnc1-c1ccccc1O)N1CCCCC1	2	-2	-0.19	1491	-4	105	-2	x	0.0	6	-3
9	Cc1noc(C)c1CSc1nnc2ccc3ccccc3n12	5	7	x	1541	8	96	0	-15	1.1	-3	-4
10	Cc1ccc(-n2c(=O)c3sccc3n(CC(=O)NCc3ccco3)c2=O)cc1F	1	1	x	1514	7	108	9	x	3.6	10	17
11	Cc1ccc(C2CC(C(F)(F)F)n3nc(C(=O)NCC4CCCO4)cc3N2)cc1 (stereo not drawn)	4	5	x	1459	0	100	2	10	0.6	10	-13
12	CCn1c(-c2cc(OC)ccc2OC)csc1=Nc1c(C)n(C)n(-c2ccccc2)c1=O	-6	-2	-0.36	1564	0	105	5	x	0.8	0	0
13	O=C(c1ccccc1)c1ncc(C(F)(F)F)cc1Cl	4	10	x	1716	1	96	-6	x	0.3	13	-1
14	CC(=O)Nc1ccc(S(=O)(=O)Nc2ccc(F)c([N+](=O)[O-])c2)cc1	4	5	-0.0079	1577	6	98	-3	-13	0.2	11	7
15	CC(=O)Nc1ccc(Nc2c3c4c(cccc4n(C)c2=O)C(=O)c2ccccc2-3)cc1	3	-3	1.5	1427	-1	101	-4	-2	3.3	0	6
16	CCOC(=O)c1sc(NC(=O)CSc2nc3c(c(=O)n2-c2ccccc2)SCC3)c(C(=O)OCC)c1C	17	5	0.74	1510	0	96	-3	-14	4.1	5	-8

In a second layout: results already given.
4) CCCCCCSc1nnc2[nH]c(=O)cc(N)n12
5) CCOc1ccc(OCC)c(S(=O)(=O)NCc2cccnc2)c1
6) COc1ccc(NC(=O)C2CCCN(S(=O)(=O)c3cccc4nonc34)C2)c(OC)c1 (stereo not drawn)
7) COCCCNC(=S)NCCNc1nc2cc(C)c(C)cc2cc1C#N
8) O=C(c1nsnc1-c1ccccc1O)N1CCCCC1
9) Cc1noc(C)c1CSc1nnc2ccc3ccccc3n12
10) Cc1ccc(-n2c(=O)c3sccc3n(CC(=O)NCc3ccco3)c2=O)cc1F
11) Cc1ccc(C2CC(C(F)(F)F)n3nc(C(=O)NCC4CCCO4)cc3N2)cc1 (stereo not drawn)
12) CCn1c(-c2cc(OC)ccc2OC)csc1=Nc1c(C)n(C)n(-c2ccccc2)c1=O
13) O=C(c1ccccc1)c1ncc(C(F)(F)F)cc1Cl
assay / entry | 4 | 5 | 6 | 7 | 8 | 9 | 10 | 11 | 12 | 13
PPARg SRC2 recr | 11 | 12 | -6 | -4 | 2 | 5 | 1 | 4 | -6 | 4
STAT3 inh | 24 | -2 | 9 | 8 | -2 | 7 | 1 | 5 | -2 | 10
ROMK primary | -0.38 | 0.54 | 0.26 | -0.3 | -0.19 | x | x | x | -0.36 | x
SRC2 TRFRET art | 1423 | 1642 | 1564 | 1577 | 1491 | 1541 | 1514 | 1459 | 1564 | 1716
PPARg SRC1 recr | 14 | -1 | 0 | 1 | -4 | 8 | 7 | 0 | 0 | 1
STAT3 activator | 82 | 105 | 96 | 100 | 105 | 96 | 108 | 100 | 105 | 96
TLR4 MyD88 comp | 5 | 5 | -13 | -11 | -2 | 0 | 9 | 2 | 5 | -6
S1P3 antagonist | 0 | x | -8 | -1 | x | -15 | x | 10 | x | x
RAM network inh | 4.0 | 1.4 | 5.1 | 2.5 | 0.0 | 1.1 | 3.6 | 0.6 | 0.8 | 0.3
PPARg SRC-3 ag | 3 | 7 | -5 | -2 | 6 | -3 | 10 | 10 | 0 | 13
STAT1 blocker | 2 | 7 | -2 | -7 | -3 | -4 | 17 | -13 | 0 | -1

14) CC(=O)Nc1ccc(S(=O)(=O)Nc2ccc(F)c([N+](=O)[O-])c2)cc1
15) CC(=O)Nc1ccc(Nc2c3c4c(cccc4n(C)c2=O)C(=O)c2ccccc2-3)cc1
16) CCOC(=O)c1sc(NC(=O)CSc2nc3c(c(=O)n2-c2ccccc2)SCC3)c(C(=O)OCC)c1C
assay / entry | 14 | 15 | 16
PPARg SRC2 recr | 4 | 3 | 17
STAT3 inh | 5 | -3 | 5
ROMK primary | -0.0079 | 1.5 | 0.74
SRC2 TRFRET art | 1577 | 1427 | 1510
PPARg SRC1 recr | 6 | -1 | 0
STAT3 activator | 98 | 101 | 96
TLR4 MyD88 comp | -3 | -4 | -3
S1P3 antagonist | -13 | -2 | -14
RAM network inh | 0.2 | 3.3 | 4.1
PPARg SRC-3 ag | 11 | 0 | 5
STAT1 blocker | 7 | 6 | -8

Continuation:
item	molecule	PPARg SRC2 recr	STAT3 inh	ROMK primary	SRC2 TRFRET art	PPARg SRC1 recr	STAT3 activator	TLR4 MyD88 comp	S1P3 antagonist	RAM network inh	PPARg SRC-3 ag	STAT1 blocker
17	CCOC(=O)C=C(C(=O)OCC)C(=O)OCC	7	14	1	1534	-5	97	4	4	-1.0	5	-2
18	CC(=O)Nc1ccc(NC(=O)C(C)OC(=O)c2ccc(OCc3c(C)noc3C)cc2)cc1 (stereo not drawn)	5	-1	1.3	1539	5	100	0	x	2.0	-7	2
19	O=C1CC(NCCN2CCOCC2)C(=O)N1Cc1ccc(N2CCCC2=O)cc1 (stereo not drawn)	1	8	0.34	1514	2	99	1	x	2.1	-1	6
20	CC1CC(=O)N(CC(=O)NCc2ccco2)c2ccccc2S1 (stereo not drawn)	3	16	x	1663	12	92	15	-7	2.3	1	8
21	O=C(COc1cccc2ccccc12)N/N=C/c1ccccc1OCc1ccc(C(=O)O)cc1	1	26	1.1	1661	6	86	-1	8	4.1	5	-8
22	COc1ccc(NC(=O)C2CCN(S(=O)(=O)c3ccc(C)cc3)CC2)cc1OC	13	-3	x	1542	4	106	-15	-3	3.4	1	-2
23	O=S(=O)(c1ccccc1)N1CC=C(c2ccccc2)CC1	-14	-8	-0.023	1488	6	107	5	-13	-1.8	-7	9
24	Cc1cccc(Oc2cc(NC(=O)c3ccccc3)cc([N+](=O)[O-])c2)c1	2	31	-0.063	1378	0	78	-17	x	13*	5	16
25	N#Cc1nc(-c2ccc(Cl)cc2)oc1NCc1cccc2c1OCO2	-10	4	x	1388	-6	100	2	23	1.7	7	4
26	COC(=O)c1ccc(NC(=O)c2cc3sccc3n2C)cc1	0	16	x	1472	-5	89	-9	x	1.2	0	-25
27	COc1ccc(-n2c(-c3ccc(C)cc3)n[nH]c2=S)cc1	4	19	-0.55	1544	12	87	3	-5	0.1	5	0
28	Cc1cc(N2CC(C)OC(C)C2)nc(C(C)C)n1 (stereo not drawn)	4	9	0.54	1739	2	98	2	-18	0.6	-1	0
29	Cc1cc2nc(N=C(N)N)nc(C)c2cc1C	-9	4	0.025	1364	-4	98	-9	-13	-0.7	0	16
30	CCn1cc([N+](=O)[O-])c(C(=O)Nc2ccn(C34CC5CC(CC(C5)C3)C4)n2)n1	3	-7	0.49	1501	4	107	-5	-16	4.1	1	-7
31	CCCC(=O)N1c2ccccc2NC2=C(C(=O)CCC2)C1c1ccc(F)cc1 (stereo not drawn)	8	4	0.21	1517	5	100	-2	-3	1.8	8	-1
32	S=C(NCc1cccs1)Nc1ccc(Br)cc1Cl	17	9	-1	1668	5	97	4	-5	1.5	6	-12
33	CCSc1nc2c(c(=O)n1Cc1ccccc1)SC(C)C2 (stereo not drawn)	2	4	x	1376	0	99	4	-6	0.1	3	13
34	COC(=O)c1sc(NC(=O)c2cnccn2)c(C(=O)OC)c1C	3	-35	x	1764	2	130	-15	10	x	10	-12
35	O=C(Nc1ccccc1)Nc1cccc(Cl)c1	9	-2	1.3	1521	4	101	-6	x	0.9	5	-9
36	CC(C)[C@H](NS(=O)(=O)c1ccccc1)C(=O)OCC(=O)N1N=C(c2ccc(Cl)cc2)CC1c1ccco1 (stereo partly drawn)	0	-2	x	1434	-6	104	-10	0	4.9	-5	1
37	CCN1CCN(CC(=O)Nc2ccc3c(c2)OCCO3)C(=O)C1=O	-2	12	x	1606	-5	97	-9	-11	0.5	2	-2
38	CCOC(=O)c1c(NS(=O)(=O)Cc2ccccc2)sc2c1CCCC2	5	4	3.6*	1532	7	100	7	x	2.1	12	1
39	Cc1cccc(CNCc2ccccc2)c1	-12	-6	-0.82	1516	7	103	-1	-8	1.7	1	5
40	CCN1C(=O)C2(Nc3ccccc3-c3nc4ccccc4n32)c2cc(OC)ccc21 (stereo not drawn)	13	9	-1.2	1581	5	93	-9	-12	2.6	14	-3
41	CCCCCCNC(=O)c1ccc(Br)o1	1	3	-0.19	1480	-1	95	-2	-3	1.2	1	-7
42	COc1ccc(C=O)cc1Oc1nc(Cl)ncc1F	6	-2	0.5	1530	-1	107	10	-3	0.8	-1	10
